High-throughput results: PubChem BioAssay, several laboratories
Autophagy HCS: modulators of autophagy; calls only at 10 µM (by protocol); AID 463193; MEF GFP-LC3 puncta imaging; test concentration mostly 10 µM; 190,000 tested, 0.98% active;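 active = percentage of spot-positive cells more than 3 SD above its plate mean, without a fluorescence outlier flag or 80% toxicity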;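 note: spot-positive cell cutoff set from DMSO-treated cells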
bCat nuc transl: alters nuclear translocation of beta-catenin in HeLa cells; immunofluorescence imaging; nuclear translocation activity, % at 5 µM; 190,000 tested, 0.3% active;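 active = nuclear translocation activity above 50% at 5 µM, with a well cell count of 50 or more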;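 note: per-cell ratio of nuclear to cytoplasmic median beta-catenin stain intensity; plate controls were DMSO negative control for no effect and GSK-3 inhibitor IX positive control for full effect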
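System: HeLa cells, endogenous beta-catenin; compound dosing: 5 µM primary single dose, 0.1% DMSO, 0.02–20 µM confirmation series; incubation: 24 h compound exposure at 37°C, 5% CO2; signal: beta-catenin immunofluorescence imaging with DAPI; evaluation: % activation, nuclear-to-cytoplasmic median beta-catenin signal ratio per cell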
Yfh1-off respiration: enhancers of respiration in Yfh1-depleted yeast, dose response, Friedreich's ataxia, plus single-dose screen (AID 1465); fold induction at 50 µM; hits with a dose series show EC50 in µM; S. cerevisiae Yfh1-off respiration, WST-1 reduction, 72 h; higher fold induction means a stronger effect; 220,000 tested, 0.074% active;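 active = fold induction of absorbance versus untreated yeast above a set limit, then at least 30% activation at any dose in follow-up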;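 note: activators that raise dye reduction in frataxin-depleted yeast; strong numbers were not always called active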
Dynein transport: dynein cargo transport inhibition; 3617.4 mouse cells, GR-EGFP nuclear translocation imaging; test concentration mostly 20 µM; stimulated with dexamethasone, 1 µM; stronger effect = lower value; z-score, hits read low; 220,000 tested, 0.47% active;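 active = plate z-score of nuclear minus cytoplasmic receptor signal below a set negative limit, without overly bright fluorescence or cell loss, cut at about -3.5 in these data, passing the limit was not always enough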;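 note: z-score of nuclear minus cytoplasmic ring GR-EGFP intensity difference per well; some compounds called inactive have numbers as strong as hits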
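Buffer or medium: tet-free medium with charcoal-stripped serum / Also added: dexamethasone agonist, 1.0 µM final, for 30 min / Timing: induction 48 h, compound 1 h, agonist 30 min / Measured by: high-content fluorescence imaging after fixation / Read-out: nuclear-to-cytoplasmic GR-EGFP distribution per well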
human PMI inhibitors: human PMI inhibitors, high substrate, primary screen, biochemical, fluorescence intensity, high mannose 6-phosphate (AID 1220). 190,000 tested, 0.66% active. one-dose inhibition, % at 20 µM; IC50 in µM for titrated hits. recombinant PMI enzyme, coupled fluorescence intensity; higher % means a stronger effect
MT stabilizer: microtubule stabilizers in HeLa cells | HeLa tubulin immunostaining HCS, 24 h; share of cells brighter than vehicle mean+2SD | 200,000 tested, 0.83% active | AID 2205 | % tubulin-high responders, % at 10 µM;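 active = plate Z-score above 3 for both tubulin-high and condensed-nucleus cell shares, with cell loss under 80%, at 10 µM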;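 note: anti alpha tubulin signal scored within the nucleus-defined area of each cell; some results filed as inactive read as strong as hits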
human PMI inhibition: inhibitors of human PMI, primary screen, biochemical, fluorescence intensity, coupled assay (AID 1209). purified PMI enzyme, coupled fluorescence intensity; higher % means a stronger effect. inhibition, % at 20 µM, or IC50 in µM where a hit was titrated. 190,000 tested, 0.42% active;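 note: plate controls were DMSO vehicle for no effect and wells lacking substrate for full effect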
Ins promoter up: MIN6 insulin promoter up-regulation. MIN6 insulin promoter-GFP reporter, high-content imaging; stronger effect = higher value. z-score at 5 µM. 190,000 tested, 0.3% active;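 active = z-score above 3 at 5 µM with at least 500 cells counted in the well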
WT yeast gro inh: growth inhibition of WT yeast, mitochondrial fusion screen. mitochondrial fusion phenotypic screen, WT strain. inhibition, % at 10 µM. 190,000 tested, 2.1% active. AID 1362; in the data active = inhibition above about 58%; tested in S. cerevisiae
WT yeast gro inh mutant strain: also measured in WT yeast gro inh; calls as there; inhibition, %; mitochondrial fusion phenotypic screen, mutant strain inhibition
Dynein transport cytoplasmic EGFP: further read-out of Dynein transport, marked with its call; z-score; measured here: cytoplasmic GR-EGFP intensity; stronger effect = higher value
Dynein transport nuclear GR-EGFP: second read-out of Dynein transport, no call of its own (marks repeat the call); z-score; measured here: nuclear GR-EGFP intensity;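 lower value marks the stronger effect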
Dynein transport cell count: recorded beside Dynein transport, whose call it bears; z-score; measured here: cell count per field
Ins promoter up cell count: second read-out of Ins promoter up, no call of its own (marks repeat the call); cell count; measured here: cytotoxicity, nuclei count;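 total cells summed across four imaged fields per well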
bCat nuc transl cell count 5 µM: further read-out of bCat nuc transl, marked with its call; cell count; measured here: cell count, cytotoxicity flag
MT stabilizer Hoechst-high %: further read-out of MT stabilizer, marked with its call; % Hoechst-high responders; measured here: nuclear condensation Hoechst responders;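 share of cells brighter than vehicle mean plus two SD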
MT stabilizer cytotoxicity %: also measured in MT stabilizer; calls as there; toxicity, %; measured here: cytotoxicity by cell density;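 0% = mean cell density of plate MIN control wells and 100% = no cells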
Autophagy HCS cell loss 18 h: further read-out of Autophagy HCS, marked with its call; toxicity, %; measured here: cell loss, nuclei count;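 cell loss after 18 h compound exposure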
* marks the source's active call; other numbers are inactive results; i = inactive; / = not tested or not shown. Cut-off read from the data, not from the text of the source, unless noted: active = inhibition above about 50%; inactive = the rest.

SMILES	Autophagy HCS	Autophagy HCS cell loss 18 h	bCat nuc transl	bCat nuc transl cell count 5 µM	Yfh1-off respiration	Dynein transport	Dynein transport cytoplasmic EGFP	Dynein transport nuclear GR-EGFP	Dynein transport cell count	human PMI inhibitors	MT stabilizer	MT stabilizer Hoechst-high %	MT stabilizer cytotoxicity %	human PMI inhibition	Ins promoter up	Ins promoter up cell count	WT yeast gro inh	WT yeast gro inh mutant strain
C=CCNC(=O)c1cccc(C(F)(F)F)c1	i	-20.1	0.0	941	i	0.832	-0.227	0.0349	0.264	12.1%	2.5	2.3	6.9	9.9%	1.17	1156	-10.2	13.5
CC1(C(=O)OCc2cc(=O)n3cc(Br)ccc3n2)CC1(Cl)Cl (stereo unspecified)	i	6.6	-2.7	1140	i	0.0975	-0.245	0.244	-0.685	0.1%	2.0	2.4	13.7	3.7%	-0.58	1320	-3.4	1.4
CCOC(=O)C1CCCCN1Cc1cc(Cl)ccc1O (stereo unspecified)	i	-4.6	-1.6	1222	i	2.3	0.143	1.63	-1.74	-2.4%	0.7	1.2	9.4	0.8%	-0.72	948	11.5	9.1
CCOc1cc(/C=N/Nc2nc(=O)[nH]nc2C)ccc1O	i	5.2	-3.0	1112	i	0.624	-0.175	0.212	-0.921	-1.0%	2.5	2.7	8.9	-0.4%	-0.5	1547	20.4	-29.3
COCCN1CCn2c(nc3cc(Nc4nnc(C)c5ccccc45)ccc32)C1	/	/	0.4	1346	i	0.511	-0.648	-0.0471	-0.722	/	/	/	/	/	0.14	1074	/	/
Cc1ccc(-c2nc(-c3ccccn3)no2)cc1	i	-5.8	-2.3	1040	i	1.19	-0.162	0.8	-0.911	0.2%	6.0	3.0	7.7	2.2%	-0.36	1504	55.7	50.6
COc1cccc2cc(C(C)N(CCCN3CCOCC3)C(=O)Nc3ccc(Cl)cc3)oc12 (stereo unspecified)	i	14.4	2.0	1478	i	-0.732	-0.295	-0.568	0.827	15.1%	4.3	2.2	6.5	14.3%	-1.05	857	4.8	10.9
CCN(CC(=O)Nc1ccc(NC(C)=O)cc1)C(=O)C(c1ccccc1)c1ccccc1	i	2.2	2.1	1149	i	0.732	-0.247	0.498	-0.424	-1.7%	2.3	1.9	3.0	1.5%	-0.22	1165	6.6	16.9
CCCOc1ccc(C(=O)NCc2ccco2)cc1	i	-3.4	-3.1	928	i	0.0883	-0.107	0.594	-0.854	3.6%	6.5	1.7	5.2	-3.0%	-0.53	1345	3.8	1.5
CN(C)S(=O)(=O)c1cccc(NC(=S)NCc2ccc3c(c2)OCO3)c1	i	18.2	-0.2	1011	i	-0.157	-0.231	-0.0338	0.43	4.6%	1.9	2.0	6.0	-15.6%	-0.07	1205	0.7	4.9
Cc1cccc2cc(C#N)c(SCC(=O)NCc3cccs3)nc12	i	5.6	0.9	917	i	-1.13	-0.15	-0.548	1.12	-0.5%	1.9	1.7	0.8	10.4%	0.23	1276	-18.9	2.5
O=C1NC(=O)C2C1C(c1cccs1)NN2Cc1ccccc1 (stereo unspecified)	i	3.8	0.3	992	i	0.441	-0.332	0.9	-0.841	-18.8%	6.4	3.2	5.0	-24.5%	0.64	1590	-1.9	9.2
CC(C)CNC(=O)c1nc(-c2ccccc2)n(-c2ccccc2)n1	i	17.1	-0.2	1128	i	0.161	-0.212	0.957	0.514	-1.2%	2.2	1.4	8.9	-3.1%	-0.19	1515	16.0	4.6
c1csc(CNc2nc3ccccc3n2CCN2CCOCC2)c1	i	0.9	/	/	i	-0.146	-0.129	0.236	0.117	-7.9%	0.8	0.7	7.4	-1.4%	-0.52	1028	-5.4	-2.4
COc1ccc(Cl)cc1NC(=O)CSc1nnc(COc2ccccc2)n1C	i	19.3	9.7	997	i	-0.041	-0.217	0.0785	-0.436	3.0%	0.8	2.1	12.7	9.6%	-0.12	1068	12.8	5.2
Cc1cc2cc3c(cc2nc1SCc1ccccn1)OCCO3	i	1.6	-3.8	1146	i	-0.0848	-0.132	-0.0118	-0.217	8.5%	1.3	1.9	15.4	21.6%	-0.04	1299	6.0	-5.1
O=C1c2cccc3cccc(c23)C(=O)N1CCCN1CCN(c2ccc(F)cc2)CC1	i	3.2	0.2	1500	i	1.44	0.198	0.711	-2.6	2.4%	3.9	3.5	2.9	4.8%	/	/	60.3*	40.9*
Cn1c(SCC(=O)c2ccc3c(c2)OCO3)nnc1-c1ccccn1	i	-5.5	1.3	1128	i	-0.176	-0.267	-0.0645	0.332	-0.6%	1.9	1.6	1.7	-5.1%	-0.64	1042	-8.5	-6.6
CC1CCN(C(=S)NCCc2ccccc2)CC1	i	-20.8	-0.8	1221	i	0.589	-0.212	0.12	0.569	-0.2%	2.7	2.1	4.5	-1.2%	-0.19	912	21.4	22.4
Cc1ccc(C(=O)OCn2nnc3ccccc3c2=O)cc1[N+](=O)[O-]	i	6.1	-1.3	1118	i	-0.818	-0.345	-0.616	0.654	12.5%	1.0	3.4	3.3	10.9%	-0.06	1293	6.7	13.8
CN(C)c1ccc(NC(=O)c2ccc3c(c2)nnn3C)cc1	i	-30.8	0.2	1551	i	2.58	-0.207	1.37	-1.06	18.1%	3.4	1.3	0.8	4.2%	0.81	1436	11.4	5.3
CC1=CC(C2CC(=O)N(c3ccc(C)cc3)C2=O)CC2C(=O)N(c3ccc(C)cc3)C(=O)C12 (stereo unspecified)	i	-3.5	0.3	1018	i	0.423	-0.225	0.785	-0.675	3.4%	1.8	0.4	1.6	11.4%	0.16	1416	7.6	-27.9
CN(C(=O)COC(=O)/C=C/c1ccc2ccccc2n1)C1CCS(=O)(=O)C1 (stereo unspecified)	i	6.6	-1.8	1138	i	-1.09	1.62	0.346	-1.36	-7.5%	2.1	2.6	3.6	-7.8%	0.44	1196	-5.4	20.1
CCOc1ccccc1NC(=S)NCc1cccn1C	i	3.3	-0.5	1079	i	-0.968	-0.158	-0.346	-0.177	-9.9%	3.3	1.8	8.8	-18.1%	0.21	1388	5.0	10.2
COC(=O)c1cc(-c2ccccc2)n(CC(=O)O)c1C	i	-6.1	0.6	877	i	-0.0913	-0.227	0.125	0.756	5.4%	1.7	3.1	12.5	6.0%	0.16	1234	-3.2	2.4
C=CCn1c(O)c(C=Nc2ccc(CN3CCCCC3)cc2)c(=O)[nH]c1=S	/	/	-1.8	1226	i	-0.245	-0.236	-0.0792	0.542	/	/	/	/	/	-0.63	1412	/	/
Cc1ccc2c(CSc3nc4nc(C)cc(C)n4n3)cc(=O)oc2c1	i	1.8	-1.2	1349	i	2.34	-0.225	1.17	-1.33	2.9%	2.5	1.8	5.4	6.2%	-0.56	1114	3.0	3.1
COCCn1c(SCC(=O)Nc2cccc(OC)c2)nnc1-c1ccc(Cl)cc1	i	4.0	-0.4	990	i	1.35	-0.0929	0.383	-2.55	8.5%	4.0	2.2	7.9	12.3%	-0.3	1206	-11.6	-11.8
O=C(N/N=C/c1cccc([N+](=O)[O-])c1)C1CC(=O)N(c2ccc(Br)cc2)C1 (stereo unspecified)	i	7.1	-0.5	1106	i	-0.688	-0.18	-0.284	0.0174	5.5%	1.4	1.1	2.1	19.7%	0.96	1555	1.8	-16.8
CN(C(=O)COC(=O)c1c2c(nc3ccccc13)/C(=C/c1cccc([N+](=O)[O-])c1)CCC2)C1CCS(=O)(=O)C1 (stereo unspecified)	i	-10.2	30.6	995	i	-0.342	-0.221	-0.457	0.0863	5.6%	5.2	4.5	10.4	14.1%	-1.11	1376	5.0	-13.7
O=C(CCC1CCCN(C(=O)CCN2CCCCC2=O)C1)NCc1ccccc1F (stereo unspecified)	i	-13.6	0.1	1557	i	0.346	-0.205	0.0437	-0.42	7.6%	2.5	1.7	6.9	1.2%	/	/	3.6	1.1
CCO/C=N/c1c(C#N)c(CC#N)nn1-c1ccccc1	i	-20.7	/	/	i	0.252	-0.235	0.451	0.77	4.4%	1.3	1.3	6.5	8.3%	1.03	1026	-1.7	-2.9
CC12CCC(C(=O)Nc3ccccc3N3CCOCC3)(CC1=O)C2(C)C (stereo unspecified)	i	6.0	0.3	1123	i	0.0351	-0.282	0.497	-0.566	0.8%	3.8	2.8	9.6	1.3%	0.11	1103	3.3	-0.4
C[C@@H]1NC(=O)[C@H](CCCN=C(N)N)NC(=O)c2cc([N+](=O)[O-])cc(I)c2OCC[C@@H](C(N)=O)NC1=O	i	-6.7	/	/	i	-0.653	-0.286	0.207	0.735	-20.7%	2.6	3.3	1.1	-14.4%	-0.27	1113	-11.1	-13.3
CCCCC1=CC2=CC(=O)C(C)(OC(=O)CC)C(=O)C2=CN1CCc1c[nH]c2ccccc12 (stereo unspecified)	/	/	1.5	1174	i	0.118	-0.457	0.156	-0.365	/	/	/	/	/	0.49	882	/	/
Cc1cccc(-n2c(=O)[nH]c3c(C(N)=O)nc(C(C)C)nc32)c1	i	-5.5	-2.5	1241	i	1.67	-0.234	0.833	-0.834	7.1%	2.5	2.0	2.2	5.9%	-0.57	1168	-12.4	1.8
